Screening results as filed in PubChem.
Giardia killer: kills Giardia lamblia; Giardia lamblia trophozoite viability; activity change, % at 7.66 µM, hits read low; 340,000 tested, 0.15% active; in the data active = activity change below about -80%; inconclusive = between about -30% and that limit;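 also: parasites exposed to compound for two days anaerobically before the ATP read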
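Compounds were tested on trophozoites seeded at 100 cells/well and held 48 hrs at 37 deg C anaerobically. An ATP-based luminescent kit measured the remaining live cells.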
GALK inh: blocks human galactokinase activity; AID 1868; Potency, µM (doses to about 57.5 µM), inactives show at the top dose activity change, negative = inhibition, most hits filed as inhibitors; 270,000 tested, 0.007% active; Purified GALK, Kinase-Glo residual ATP luminescence; also: potency is read from the fitted curve at half-maximal effect
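ATP-depletion format; final 35 uM ATP, 100 uM D-galactose, 5 nM enzyme; pH 8.0 HEPES/Mg2+ buffer; 60 min RT; luminescence read 10 min after detection reagent.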
uPA surface inh: blocks generation of uPA at the cell surface | cell surface uPA generation assay, qHTS | 330,000 tested, 0.31% active | Potency, µM (highest dose often 38.3 µM), for the others: at the highest dose activity change, negative = inhibition, actives largely listed as inhibitors; active = well fitted inhibition curve with a large enough effect; inconclusive = small, poorly fitted or top-dose-only effect; inactive = no such curve, though single readings can be large or run the other way; tested in mouse RAW 264.7 cells; also: potency is read from the fitted curve at half-maximal effect; nearly all actives have a fitted effect of over 55% in size
Chronic BCR inh: inhibitors of chronic active B-cell receptor signaling | Potency, µM (series often up to 46.1 µM), without a hit: at the top dose ratio change, negative = lower green/red ratio, usual class: inhibitors | ABC-DLBCL IkBa-CBG/CBR reporter, luminescence ratio, 4 h | AID 493014 | 340,000 tested, 0.05% active; active = well fitted inhibition curve with a large enough effect in the signal ratio, with a control signal flat, not every such curve was filed as active; inconclusive = small, poorly fitted or top-dose-only effect, or effect the other way, or a change in a side signal; the % refers to the signal ratio;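 also: potency is read from the fitted curve at half-maximal effect; plate controls were basal doxycycline-induced cells for no effect and cells given 10 µM MG132 for full effect; MG132 reads +100%, hits lower the ratio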
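Concentration-response series (up to 46 uM) were applied to TMD8 dual-reporter cells for 4 h at 37C with doxycycline. Green/red ratio, after filter-overlap correction, defined %Activity; red signal alone was normalised to basal cells and zero luminescence.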
KCNH2 3.1 block: KCNH2 3.1 (human) potassium channel inhibition; U2OS KCNH2 3.1, thallium flux FluxOr; active compounds read low; activity change, % (tested at about 1.8 µM); 340,000 tested, 0.95% active; AID 720553;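 active = maximum activity change below -70%; inconclusive = maximum activity change from -70% to -50%; inactive = maximum activity change above -50%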;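 also: thallium influx rate constant from kinetic fluorescence after stimulation buffer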
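Thallium flux via FluxOr fluorescence (Red40 quencher, 45 min loading) in U2OS cells virally expressing the KCNH2 3.1 isoform (1.77 x 10^8 /mL virus, overnight at 37 C). Rate constants from 2-min kinetic reads post-stimulation, normalised to positive and negative controls.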
hERG WT inh: KCNH2 (human, wildtype) channel inhibition | Q12809 | U2OS, BacMam KCNH2, thallium flux FluxOr; active compounds read low | activity change, % at 1.84 µM | 340,000 tested, 0.37% active | AID 720551;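 active = maximum activity change below -70%; inconclusive = maximum activity change between -70% and -50%; inactive = maximum activity change above -50%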
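U2OS cells were transduced with wild-type KCNH2 virus (2.03 x 10^8 / mL) for 4 h at room temperature, then cultured overnight at 37 C. Thallium flux was read with FluxOr dye. Rate constants were normalized to DMSO controls.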
USP2a block: USP2a (human) protease inhibition. O75604. USP2 core, Ub-CHOP2 coupled fluorogenic reporter, 485/531. Potency, µM (highest dose often 38.3 µM), without a hit: top-dose activity change, negative = inhibition, actives largely listed as inhibitors. 330,000 tested, 0.01% active. AID 463254;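 also: potency is read from the fitted curve at half-maximal effect; plate controls were DMSO wells for no effect and full inhibition by NEM control for full effect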
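Deubiquitinase activity read as fluorescence (485/531 nm) after Ub-CHOP2 cleavage activates the enterokinase reporter on its substrate; USP2 core 10nM, Ub-CHOP2 and substrate 25nM each, 30min compound preincubation then 60min RT; data normalized to NEM, curves fitted.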
Coupling enz: counter-screen for Giardia aldolase inhibitors: coupling enzyme system; coupling enzyme system counterscreen, AmpLite Red fluorescence; activity change, negative = inhibition, % at 58.2 µM, hits read low; 290,000 tested, 0.67% active; in the data active = activity change below about -30%
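Compounds tested against the coupling enzymes alone at 57.5 uM final; readout was AmpLite Red fluorescence (525/598 nm) after 20 min at RT.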
B2AR arrestin: agonists driving beta-arrestin recruitment to human beta2-adrenergic receptor; 330,000 tested, 0.02% active; AID 492947; beta-arrestin recruitment to beta2AR, cell-based reporter; Potency, µM (highest dose often 46.1 µM), without a hit: top-dose activation, usual class: activators;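 also: potency is read from the fitted curve at half-maximal effect; 0% = DMSO controls and full agonism = EC100 isoproterenol or metaproterenol; nearly all actives have a fitted effect of over 65% in size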
Target sequence (P07550 whole entry, looked up): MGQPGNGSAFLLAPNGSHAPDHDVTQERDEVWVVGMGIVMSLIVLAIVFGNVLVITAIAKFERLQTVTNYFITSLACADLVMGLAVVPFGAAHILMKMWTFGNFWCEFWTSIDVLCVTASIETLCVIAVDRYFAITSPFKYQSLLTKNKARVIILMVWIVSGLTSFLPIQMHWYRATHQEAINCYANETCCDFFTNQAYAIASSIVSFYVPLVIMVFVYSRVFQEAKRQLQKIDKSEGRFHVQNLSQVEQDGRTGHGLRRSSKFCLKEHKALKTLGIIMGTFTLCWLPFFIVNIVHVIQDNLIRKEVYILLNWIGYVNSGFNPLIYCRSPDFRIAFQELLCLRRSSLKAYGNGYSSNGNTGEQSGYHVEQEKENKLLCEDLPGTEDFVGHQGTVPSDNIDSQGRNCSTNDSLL
PKM2 activator: increases activity of human pyruvate kinase M2; P14618; purified PKM2, Kinase-Glo ATP luminescence, activation; response scale: 0% is enzyme alone, no compound; Potency, µM (top dose mostly 57.5 µM), for inactives: top-dose activation, hits mostly activators; 260,000 tested, 0.34% active; AID 1631; also: potency is read from the fitted curve at half-maximal effect; nearly all actives have a fitted effect of over 55% in size
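ATP formation by purified human PK-M2, quantified via coupled luciferase luminescence after 1 h at room temperature with 0.1 mM ADP and 0.5 mM PEP final.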
Eya2 inh: Eya2 (human) phosphatase inhibition; O00167; recombinant Eya2, OMFP fluorescence dephosphorylation (OMFP is methylfluorescein phosphate); Potency, µM (doses to about 76.9 µM), for the others: top-dose activity, negative = inhibition, usual class: inhibitors; 330,000 tested, 0.006% active; also: potency is read from the fitted curve at half-maximal effect
Target sequence (O00167 whole entry, looked up): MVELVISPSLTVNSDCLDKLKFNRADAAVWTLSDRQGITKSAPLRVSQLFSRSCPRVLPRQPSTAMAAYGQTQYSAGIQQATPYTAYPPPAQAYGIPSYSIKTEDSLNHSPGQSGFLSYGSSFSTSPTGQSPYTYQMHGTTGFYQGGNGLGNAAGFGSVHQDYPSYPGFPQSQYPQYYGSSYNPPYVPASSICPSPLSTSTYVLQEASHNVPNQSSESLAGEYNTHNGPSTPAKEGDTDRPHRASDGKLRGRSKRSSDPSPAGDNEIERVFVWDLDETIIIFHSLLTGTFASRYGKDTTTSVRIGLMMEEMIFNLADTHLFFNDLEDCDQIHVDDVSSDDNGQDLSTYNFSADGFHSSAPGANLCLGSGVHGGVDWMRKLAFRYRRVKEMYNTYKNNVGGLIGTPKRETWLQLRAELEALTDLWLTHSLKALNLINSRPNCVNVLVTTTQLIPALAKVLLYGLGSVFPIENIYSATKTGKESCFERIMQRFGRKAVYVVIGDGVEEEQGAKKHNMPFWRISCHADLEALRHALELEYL
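Eya2 protein (added as 0.2 uM solution) was preincubated with compound for 10 min at ambient temperature in 50 mM HEPES pH 7.5, 50 mM NaCl, 5 uM MgCl2, 0.05% BSA, 1 mM DTT. OMFP (added at 50 uM) then reacted 10 min; fluorescence read at 485/525 nm.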
* = called active by the depositor; ? = inconclusive; nt = not tested or not shown; & = joins results of further samples; [ ] = another dose, or the depositor's remark. Unless noted, calls follow the shape of the dose curve; as a rule, active = well fitted curve in the direction sought with a large enough effect; inconclusive = small, poorly fitted or top-dose-only effect, or another doubt; inactive = no such curve, though single readings can be large; an effect the other way counts as inactive or inconclusive. Unless noted, % is scaled to controls: 0 for no effect and ±100 for the full control effect.

no.	SMILES	B2AR arrestin	uPA surface inh	KCNH2 3.1 block	PKM2 activator	Giardia killer	Coupling enz
1	CCOC(=O)/C(C#N)=C(/C)c1ccc(OC)cc1	-0.8%	0%	4	0%	17	-1
2	O=C(CN1CCN(Cc2ccccc2F)CC1)Nc1ccccc1Cl	0.1%	7%	-7	nt	14	-1
3	Cc1cc2nc(SCC(=O)Nc3nonc3C)c3c(c2cc1C)CCCC3	-0.3%	12%	-6	-3%	-2	0
4	Cc1ccc(CNc2cc(C(=O)O)ccc2Cl)s1	-1.0%	-4%	-10	0%[11.5 µM]	-4	12
5	COc1ccc(C2CC(c3ccccc3)=NN2C(=O)COC(=O)c2cccc(S(=O)(=O)N3CCOCC3)c2)cc1 (configuration not stated)	-0.1%	-3%	-4	5%	8	-2
6	COc1cc(-c2cc(=O)c3c(O)cc(O)cc3o2)ccc1O	-0.7%	?	3	19%	-2	-1&2
7	CSc1ccccc1N=Cc1nc(-c2ccccc2)oc1O	-0.2%	13%	-3	-6%	-2	-10
8	O=C(NCc1ccccn1)c1cc(Br)ccc1Cl	0.2%	-6%	2	-7%	-1	-1
9	Cc1cc(C2C(=O)c3ccccc3C2=O)c(C)c(C)c1C	0.1%	-24%	25	nt	-9	15
10	Cc1c(C)c2ccc(OCC(=O)NCCc3c[nH]c4ccccc34)c(C)c2oc1=O	0.0%	-8%	-5	2%	-8	-1
11	C=CCNC(=S)NC(=O)c1csc([N+](=O)[O-])c1	0.0%	2%	-5	-1%	?	-2
12	Cc1ccc(NC(=O)CC(O)(C(F)(F)F)C(F)(F)F)cc1	0.0%	-1%	5	-1%	-5	-1

no.	Chronic BCR inh	GALK inh	Eya2 inh	hERG WT inh	USP2a block
1	9%	0%	-1%	-5	5%
2	-18%	3%	-5%	-16	-4%
3	0%	8%	0%	-4	3%
4	-1%	-1%	15%	3	1%
5	10%	-1%	2%	1	3%
6	?	-4%	3%	-6	5%
7	?	6%	-8%	-9	-8%
8	-2%	0%	-3%	5	-1%
9	-1%	9%	-11%	-10	0%
10	-2%	nt	-3%	-1	2%
11	0%	0%	4%	4	2%
12	?	1%	-5%	0	-6%

New compounds follow.
no.	SMILES	B2AR arrestin	uPA surface inh	KCNH2 3.1 block	PKM2 activator	Giardia killer	Coupling enz
13	COc1ccccc1/C=C/C(=O)OCCN1C(=O)c2ccccc2C1=O	0.1%	6%	-1	nt	-2	3
14	Cc1[nH]n(C(N)=S)c(=O)c1N=Nc1ccc([N+](=O)[O-])cc1Cl	9.9%	-12%	3	nt	-19	0
15	Cc1noc(C)c1S(=O)(=O)NC1CCCc2ccccc21 (configuration not stated)	-0.4%	4%	7	-2%	3	0
16	CC(CCc1ccccc1)NC(=O)c1cnc(Cl)c(Cl)c1 (configuration not stated)	-0.6%	0%	2	nt	15	1
17	COc1ccc(NC(=O)CN2CCN(CC(=O)Nc3ccccc3Cl)CC2)cc1Cl	-1.3%	-4%	-28	0%	14	1
18	c1ccc(-c2cnc(CSc3ncnc4sccc34)o2)cc1	0.0%	-1%	1	8%	-5	-5
19	COc1ccc(Cl)cc1N(CC(=O)Nc1ccccc1C(=O)NCc1ccco1)S(C)(=O)=O	-0.7%	4%	-9	-1%	1	0
20	COC(=O)c1[nH]c2ccc(C)cc2c1NC(=O)CN1CCN(c2ccccc2)CC1	-1.8%	-4%	11	6%	-12	-3
21	COC(=O)CNC(c1ccccc1Cl)c1cc(Br)ccc1NS(=O)(=O)c1ccc(C)cc1 (configuration not stated)	-1.2%	-15%	2	-1%	19	3
22	O=C(CSc1nc2ccc(Nc3nc(N4CCOCC4)nc(N4CCOCC4)n3)cc2s1)N1CCOCC1	-0.3%	9%	-2	4%	-7	0
23	Cc1cc(C)nc(NC(=NCCc2c[nH]c3ccccc23)NC(=O)Nc2ccccc2)n1	3.3%	-4%	10	10%	5	-4
24	Cc1cccc2c(=O)c(-c3ccc4c(c3)OCO4)c(NC(=O)c3ccco3)oc12	0.7%	22%	9	nt	0	nt

no.	Chronic BCR inh	GALK inh	Eya2 inh	hERG WT inh	USP2a block
13	-12%	nt	-12%	9	1%
14	?	nt	-2%	-2	0%
15	0%	0%	-3%	3	2%
16	4%	-2%	9%	13	1%
17	-9%	6%	-7%	31	2%
18	?	-1%	-18%	4	-6%
19	?	0%	-14%	16	0%
20	?	-2%	20%	-4	-2%
21	5%	0%	-3%	-4	2%
22	?	1%	6%	4	0%
23	?	2%	-7%	-1	5%
24	1%	5%	-14%	-4	2%

Following part
no.	SMILES	B2AR arrestin	uPA surface inh	KCNH2 3.1 block	PKM2 activator	Giardia killer	Coupling enz
25	Clc1ccc(Cc2nn3c(Cn4nnc5ccccc54)nnc3s2)cc1	0.3%	nt	12	14%	-12	-1
26	COCc1cc(C)nc(N/N=C/c2ccc(-c3cc(C(=O)O)ccc3Cl)o2)c1C#N	-0.2%	nt	nt	-2%	nt	2
27	COc1cccc(-c2nc(CS(=O)CC(=O)NCc3ccccc3Cl)c(C)o2)c1 (configuration not stated)	2.9%	-10%	7	5%	-9	0
28	CC(C)[C@H](NC(=O)c1ccccc1)C(=O)OCC(=O)/C=C1/N(C)c2ccccc2C1(C)C	-0.8%	?	7	2%	-15	-1
29	O=C(NCCO)c1cc(-c2cc(C(=O)NCCO)c3ccccc3n2)nc2ccccc12	-0.4%	13%	1	nt	-4	0
30	Cc1ccccc1OCCCCCn1ccnc1	0.4%	-2%	19	-2%	0	1
31	CCn1cc(C(=O)O)c(=O)c2cc(S(=O)(=O)N3CCCCCC3)ccc21	-0.6%	-5%	7	nt	-17	1
32	CCOc1ccc(N2CC(C(=O)NC3CCCCCC3)CC2=O)cc1 (configuration not stated)	-0.1%	0%	3	0%	12	1
33	Cc1ccc(NC(=O)C2C3/C=C\CCCCC32)cc1 (configuration not stated)	-0.3%	3%	-8	1%	6	0
34	Cc1sc2ncn(/N=C/c3ccco3)c(=O)c2c1C	-0.3%	-2%	-21	-4%	-1	1
35	O=C1NC(=S)N/C1=C/c1ccc2c(c1)OCO2	0.0%	?	11	nt	14	2
36	CC(=O)N1CCSc2ccc(S(=O)(=O)Nc3ccc(C)cc3)cc21	0.3%	-3%	8	nt	-16	nt

no.	Chronic BCR inh	GALK inh	Eya2 inh	hERG WT inh	USP2a block
25	-9%	-2%	11%	-15	0%
26	1%	-2%	3%	nt	6%
27	-20%	2%	0%	-1	-1%
28	?	1%	-2%	nt	-2%
29	?	0%	7%	-9	4%
30	0%	3%	15%	6	1%
31	8%	2%	-5%	-8	4%
32	1%	-2%	-1%	12	-2%
33	?	1%	-4%	-9	2%
34	8%	0%	12%	-3	11%
35	?	9%	6%	0	-1%
36	0%	-7%	-8%	-14	1%

Other results follow.
no.	SMILES	B2AR arrestin	uPA surface inh	KCNH2 3.1 block	PKM2 activator	Giardia killer	Coupling enz
37	CC1=C(C(=O)OCCC#N)C(c2cc3c(cc2Br)OCO3)NC(=O)N1 (configuration not stated)	-0.2%	1%	16	2%	2	0
38	Cc1c(Cl)cccc1NC(=S)Nn1cnnc1	0.0%	-6%	-7	-12%	-7	5
39	NS(=O)(=O)c1cccc(NC(=O)COC(=O)c2ccccc2C(=O)c2ccccc2)c1	0.0%	-12%	9	nt	?	nt
40	CCCCCc1ccc(-c2ccc(/C=C/C(=O)O)cc2)nc1	-0.3%	?	3	-7%	?	6
41	COc1cc2[nH]c(=S)n(Cc3ccc(C)o3)c(=O)c2cc1OC	0.2%	nt	-7	-3%	11	2
42	COc1cccc(NS(=O)(=O)c2ccc3c(c2)N(C(C)=O)CCO3)c1	0.0%	1%	-38	-17%[0.46 µM]	-9	-7
43	CC1CCC2(CC1)SCC(=O)N2c1ccc(F)cc1 (configuration not stated)	-0.1%	4%	-10	-7%	-1	-2

no.	Chronic BCR inh	GALK inh	Eya2 inh	hERG WT inh	USP2a block
37	-8%	-8%	-1%	-17	2%
38	-2%	10%	-12%	3	3%
39	-9%	nt	-3%	1	0%
40	?	-1%	-7%	6	0%
41	-9%	-1%	-37%	-23	-7%
42	-3%	-1%	2%	0	0%
43	?	5%	-27%	-8	-1%

One compound at a time (already shown). Screens in order: B2AR arrestin, uPA surface inh, KCNH2 3.1 block, PKM2 activator, Giardia killer, Coupling enz, Chronic BCR inh, GALK inh, Eya2 inh, hERG WT inh, USP2a block
Entry for CC1=C(C(=O)OCCC#N)C(c2cc3c(cc2Br)OCO3)NC(=O)N1 (configuration not stated) = -0.2%, 1%, 16, 2%, 2, 0, -8%, -8%, -1%, -17, 2%
Entry for CC1CCC2(CC1)SCC(=O)N2c1ccc(F)cc1 (configuration not stated) = -0.1%, 4%, -10, -7%, -1, -2, ?, 5%, -27%, -8, -1%
Entry for Cc1c(Cl)cccc1NC(=S)Nn1cnnc1 = 0.0%, -6%, -7, -12%, -7, 5, -2%, 10%, -12%, 3, 3%
Entry for COc1cc2[nH]c(=S)n(Cc3ccc(C)o3)c(=O)c2cc1OC = 0.2%, nt, -7, -3%, 11, 2, -9%, -1%, -37%, -23, -7%
